FXIa mix inh: FXIa protease inhibitors in compound pools, primary screen, biochemical, 10-compound mixtures; purified FXIa, fluorogenic substrate, pooled mixtures; inhibition, % at 5 µM; 0.19% of 62,000 active;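 also: each value is inhibition by a whole ten-compound pool holding the compound; 0% = enzyme with no mixture and 100% = wells lacking enzyme; strong numbers were not always called active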
Abs 340nm: compound light absorbance at 340 nm, profiling panel, artefact control, biochemical, MLSMR library, data from PS, PMK, MK assays. compound absorbance at 340 nm, fold over control. fold change at 10 µM. 65,000 tested, under 10 active. AID 708, 2007;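 active = at 10 µM dose, initial 340 nm absorbance at least 2 fold that of control wells; inactive = change under 2 fold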;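 also: initial absorbance extrapolated from kinetic A340 decline of NADH oxidation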
C1s block: complement C1s protease inhibitors, primary screen, biochemical, 10-compound mixtures. Complement C1s subcomponent (Homo sapiens), P09871. purified C1s, fluorogenic AMC substrate, pooled mixtures. mean inhibition % of two 10-compound mixtures (stronger effect = higher value), % at 5 µM (by protocol). 0.16% of 62,000 active. AID 538, 2006;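 active = inhibition above 20% in each of the two 10-compound mixture wells holding the compound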;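 also: 0% = enzyme wells lacking compound mixture and 100% = no-enzyme blank wells; some compounds called inactive have numbers as strong as hits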
Cathepsin G inh: human cathepsin G inhibitors, primary screen, biochemical, pooled compound mixtures, AMC fluorescence | purified enzyme, AMC-tetrapeptide fluorescence | inhibition, % at 5 µM (by protocol) | 0.2% of 62,000 active | AID 581, 2007;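 active = inhibition above 20% in each of the two mixture wells holding the compound; inactive = inhibition of 20% or less in either well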;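 also: 0% = enzyme control without mixture and 100% = blank lacking enzyme; strong numbers were not always called active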
Target sequence (P08311 21-244 limits assumed): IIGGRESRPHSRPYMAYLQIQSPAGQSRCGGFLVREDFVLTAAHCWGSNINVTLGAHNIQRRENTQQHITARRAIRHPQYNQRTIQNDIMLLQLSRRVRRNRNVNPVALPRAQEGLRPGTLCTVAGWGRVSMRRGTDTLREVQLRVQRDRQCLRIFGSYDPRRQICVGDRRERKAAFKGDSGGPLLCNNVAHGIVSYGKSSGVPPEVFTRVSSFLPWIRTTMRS
CatB block: human cathepsin B inhibitors, primary screen, biochemical, fluorogenic substrate | P07858 | purified cathepsin B, fluorescence | inhibition, %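 (tested at 10 µM)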 | 0.1% of 63,000 active | AID 453, 2006; in the data active = inhibition above about 21%;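 also: 0% = enzyme with no compound and 100% = no enzyme blank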
CatB mix inh: cathepsin B inhibitors from pooled compounds, primary screen, biochemical, compound mixtures, AMC fluorescence | P07858 | Purified cathepsin B, AMC dipeptide fluorescence | inhibition, %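 (ten-compound pools at 5 µM per compound and 50 µM total)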 | 0.06% of 62,000 active | AID 488, 2006; in the data active = inhibition above about 22%, passing the limit was not always enough; inconclusive = no clear call, values can overlap the other calls;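 also: 0% = enzyme without compound and 100% = no enzyme blank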
FXIIa inh mix: human factor XIIa inhibitors, primary screen, biochemical, pooled compound mixtures, fluorogenic substrate; Coagulation factor XII (Homo sapiens), P00748; purified FXIIa; inhibition, % at 5 µM; 0.2% of 62,000 active; AID 684, 2007;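 also: 0% = enzyme without compound and 100% = no enzyme blank; some results filed as inactive read as strong as hits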
Target sequence (P00748 20-372 limits assumed): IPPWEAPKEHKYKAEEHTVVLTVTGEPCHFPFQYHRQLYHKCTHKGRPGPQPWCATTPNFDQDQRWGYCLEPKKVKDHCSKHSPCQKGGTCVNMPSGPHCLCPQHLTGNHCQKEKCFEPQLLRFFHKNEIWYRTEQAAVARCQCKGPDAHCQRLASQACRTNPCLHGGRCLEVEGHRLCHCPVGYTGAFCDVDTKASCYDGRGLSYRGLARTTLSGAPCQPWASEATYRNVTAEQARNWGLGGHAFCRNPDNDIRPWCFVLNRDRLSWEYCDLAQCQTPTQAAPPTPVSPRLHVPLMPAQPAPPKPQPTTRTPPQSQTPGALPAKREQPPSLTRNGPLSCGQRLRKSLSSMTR
Target sequence (P00748 373-615 limits assumed): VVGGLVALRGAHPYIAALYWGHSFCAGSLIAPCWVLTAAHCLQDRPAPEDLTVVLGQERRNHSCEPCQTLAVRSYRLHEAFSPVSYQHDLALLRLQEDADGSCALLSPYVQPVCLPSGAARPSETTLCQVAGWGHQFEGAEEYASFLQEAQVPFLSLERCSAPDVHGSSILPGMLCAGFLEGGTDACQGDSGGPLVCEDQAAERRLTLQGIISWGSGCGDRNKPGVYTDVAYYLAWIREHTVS
CatL block: inhibitors of human cathepsin L, biochemical. Procathepsin L (Homo sapiens), P07711. purified cathepsin L, fluorogenic substrate, fluorescence. inhibition, %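 (tested at 10 µM)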. 0.17% of 58,000 active. AID 460, 2006; in the data active = inhibition above about 45%;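 also: 0% = enzyme with no compound and 100% = no enzyme blank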
CatS block: inhibitors of human cathepsin S, biochemical, compound mixtures; inhibition, %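 (tested at 5 µM per compound within 10-compound mixtures)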; recombinant cathepsin S, AMC dipeptide fluorescence, pooled mixtures; 0.06% of 62,000 active; P25774; in the data active = inhibition above about 32%, passing the limit was not always enough; inconclusive = no clear call, values can overlap the other calls;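 also: 0% = enzyme without compound and 100% = blank without enzyme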
Target sequence (P25774 115-331 limits assumed): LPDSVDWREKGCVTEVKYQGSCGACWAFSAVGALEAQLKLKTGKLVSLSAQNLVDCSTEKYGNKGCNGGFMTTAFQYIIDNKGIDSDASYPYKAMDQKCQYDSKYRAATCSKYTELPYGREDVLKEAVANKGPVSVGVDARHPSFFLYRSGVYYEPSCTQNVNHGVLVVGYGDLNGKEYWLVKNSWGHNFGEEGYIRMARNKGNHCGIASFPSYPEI
* hit, by the source's call; ? = inconclusive; . = no result given. Rule as the data show it, unless noted: active = inhibition above about 20% (passing the limit was not always enough); inactive = the rest. Only part of the results is shown; the hit share may differ from the screen's.

SMILES	FXIa mix inh	Abs 340nm	C1s block	Cathepsin G inh	CatB block	CatB mix inh	FXIIa inh mix	CatL block	CatS block
O=C(O)CSc1nnc(CNc2cccc(C(F)(F)F)c2)n1Cc1ccco1	5	1	-2	-2	1	1	4	11	-1
Cc1ccc(-n2c(Cc3cccn3C)nnc2SCC(N)=O)cc1	7	1	9	16	-1	4	-5	-1	-2
Cc1ccc2c(c1)c(C)c(C)n2CC(O)Cn1nc(C)cc1C (stereo not given)	5	1.1	14	10	-1	6	-1	-6	?
Oc1ccc(Br)cc1-c1nc2cnccn2c1NC1CCCC1	10	1.1	14	9	3	5	3	12	10
CC(C)(C)OC(=O)N1CCOCCOCCN(C(=O)OC(C)(C)C)CCOCC1	12	0.99	2	6	0	-2	-9	2	-7
CCOC(=O)N1CCC(N2CCN(c3cc(C)ccc3C)CC2)CC1	4	1	3	-1	.	5	-15	-1	-1
C=CCNc1nc(N(c2ccccc2)c2ccccc2)nc(-n2ccnc2)n1	9	0.98	-19	-2	-5	4	5	-2	-13
CCOC(=O)c1cnc2c(C(=O)OC)cccc2c1NCCN1CCOCC1	-2	1.2	-28	0	3	0	3	.	14
CN1C(=O)NC(c2ccccc2)C2=C1CN(Cc1ccco1)C2=O (stereo not given)	6	1.1	-33	5	-1	1	0	-1	-2
O=S(=O)(Nc1cccnc1)c1ccc(Cl)c(C(F)(F)F)c1	6	1.1	17	13	-1	7	11	12	18
CCN(CC)C(=O)CSc1nc2ncc(Cl)cc2[nH]1	3	1	-3	-2	4	1	-9	22	12
CCS(=O)(=O)Nc1c(C(=O)O)[nH]c2ccccc12	5	1.1	-17	-11	7	7	4	11	31
c1ccc(CNn2nnnc2-c2ccccc2)cc1	2	1	2	6	3	2	-4	-6	-5
CC(C)(C)C(=O)CN1C(=O)C2(OCCO2)c2ccccc21	6	1	27	9	4	5	5	6	20
Cc1nc(=O)c(-c2ccccc2)c(C)n1CC1CCCO1 (stereo not given)	3	1	-4	6	4	4	-4	7	12
Cc1nc(CC(=O)Nc2nc(C(C)(C)C)cs2)cs1	7	0.99	-3	13	2	8	35	23	15
CCN(CC)C(=O)COc1ccc(-c2ccccc2)cc1	1	1	7	8	3	-2	4	.	10
COCCn1c(SCc2csc(-c3ccccc3)n2)nc2ccccc21	2	1	1	0	2	3	11	-2	4
O=C(O)c1cc(NCc2c(F)cccc2Cl)ccc1N1CCOCC1	5	1	28	-1	8	3	-16	-2	7
Cc1ccnc(NS(=O)(=O)c2ccc(NC(=O)Cc3cccs3)cc2)n1	0	1	-15	-14	-1	3	0	5	5

Full records as entered above. Values in the order: FXIa mix inh	Abs 340nm	C1s block	Cathepsin G inh	CatB block	CatB mix inh	FXIIa inh mix	CatL block	CatS block
CCN(CC)C(=O)COc1ccc(-c2ccccc2)cc1 reads 1	1	7	8	3	-2	4	.	10
Cc1nc(CC(=O)Nc2nc(C(C)(C)C)cs2)cs1 reads 7	0.99	-3	13	2	8	35	23	15

The results go on.
SMILES	FXIa mix inh	Abs 340nm	C1s block	Cathepsin G inh	CatB block	CatB mix inh	FXIIa inh mix	CatL block	CatS block
O=C(CSc1nc2c(c(=O)[nH]1)CCC2)Nc1cccc(Cl)c1	-2	0.98	3	1	1	0	11	16	7
COCCCn1c(SCC(=O)N2CCCC(C)C2)nnc1-c1ccco1 (stereo not given)	4	0.94	9	9	7	3	1	10	1
CC(C)(C)C(=O)Nc1ccc(-c2cn3ccsc3n2)cc1	9	1	-27	-1	-7	3	10	-2	-6
CCCCC(=O)N1CC2(C)CN(C(=O)CCCC)CC(C)(C1)C2=O	-2	0.99	-2	6	-2	-3	4	-1	-7
COC(=O)c1ccccc1NC(=O)C1CCN(C(=O)c2cc(OC)cc(OC)c2)CC1	9	1.1	0	0	3	4	1	0	15
COc1ccc(C2/C(=C(/O)c3ccccc3)C(=O)C(=O)N2CCO)cc1 (stereo not given)	6	1.1	7	9	2	2	-13	5	-2
CCOc1ccccc1NC(=O)Cn1cnc2c(nnn2-c2cccc(OC)c2)c1=O	6	1.1	12	10	-1	4	6	.	-2
N#Cc1c(N)sc(=S)c2c1CCCC2	3	0.9	-21	-4	0	4	-4	-4	-5
CCCC(=O)N(Cc1cc2cccc(C)c2[nH]c1=O)c1ccccc1OC	8	1	5	10	0	8	6	9	-8
O=C(Nc1ccccc1)OCCNC(=O)c1ccccc1	1	1	-2	5	0	-1	-1	-15	-12
Cn1c(N)c(C(=O)CSc2ccc3c(c2)OCCO3)c(=O)n(C)c1=O	7	1.2	10	10	4	4	-1	9	-1
COCC(=O)NCc1nc2ccccc2n1Cc1ccccc1F	6	1	11	10	7	4	4	.	-1
COc1cccc(OCc2nc3ccccc3c(=O)n2N)c1	8	1	-3	0	4	7	2	7	20
CCCOC(=O)CCNc1n[nH]c(=O)[nH]c1=O	3	1	12	8	.	5	3	.	-4
CC(O)c1nc2ccccc2n1C/C=C/c1ccccc1 (stereo not given)	-2	1.1	-3	7	2	1	0	-1	-1
Cc1ccc(C(=O)/C=C/Nc2ccccc2C(N)=O)o1	-1	1.1	11	15	0	4	-26	-9	-1
Cn1c(=O)[nH]c(=O)c2c1nc(N1CCNCC1)n2Cc1cccc2ccccc12	6	0.98	-1	-1	-5	5	10	0	-6
CCc1cc2c(=O)c(-c3ccc4c(c3)OCCO4)coc2cc1OC(=O)c1ccco1	-2	1	-2	-3	2	9	12	1	5
C=C(C)Cn1c(=O)c2c(nc3n2CCN3c2cccc(Cl)c2C)n(C)c1=O	4	0.99	13	13	1	4	13	-4	0
FC(F)(F)c1cccc(-c2ccc(-c3csnn3)o2)c1	-7	1	-26	4	6	1	1	9	9

An excerpt from above, showing only CatS block and Abs 340nm.
SMILES	CatS block	Abs 340nm
CC(O)c1nc2ccccc2n1C/C=C/c1ccccc1 (stereo not given)	-1	1.1
Cc1ccc(C(=O)/C=C/Nc2ccccc2C(N)=O)o1	-1	1.1
Cn1c(=O)[nH]c(=O)c2c1nc(N1CCNCC1)n2Cc1cccc2ccccc12	-6	0.98

(next part)
SMILES	FXIa mix inh	Abs 340nm	C1s block	Cathepsin G inh	CatB block	CatB mix inh	FXIIa inh mix	CatL block	CatS block
CCCc1[nH]nc2c1C(c1ccc(OC)c(CSC3=NCCS3)c1)C(C#N)=C(N)O2 (stereo not given)	-6	1	-81	4	5	-5	4	23	5
CCOc1ccc(NS(=O)(=O)c2ccc3[nH]c(=O)oc3c2)cc1	0	1.1	6	6	2	1	-8	-1	-1
CC1(C(=O)N(CC(=O)NC2CCCC2)C2CCCC2)CC(=O)N=C2C=CC=CN21 (stereo not given)	3	1	-10	9	-4	0	-17	-96	-2
O=C(C1CCCN(Cc2cccs2)C1)N1CCCCCC1 (stereo not given)	6	1	13	32	-1	3	-16	-3	0
CCCc1nc(C)c(-c2ccc(OC)c(OC)c2)c(=O)[nH]1	-3	1	-7	11	1	0	3	18	14
CCCOc1c(OC)cccc1C1CC(=O)Nc2cc3c(cc21)OCO3 (stereo not given)	8	1	18	11	0	5	-17	6	-4
CCCOC(=O)c1ccc(OCC(O)CN2CCN(C(=O)c3ccccc3)CC2)cc1 (stereo not given)	12	0.99	-21	-4	5	3	-4	5	15
CCOc1ccccc1NC(=O)N1CCC(n2nnc3cc(C)ccc32)CC1	8	1	15	12	-1	6	-15	-3	1
CCOC(=O)C1CCCN(C(=O)CN2C(=O)C(CC)Oc3ccc(C)cc32)C1 (stereo not given)	1	1	4	7	4	1	4	2	-1
COC(=O)[C@H](Cc1ccccc1)NC(=O)Nc1ccc(S(N)(=O)=O)cc1	0	1.1	7	1	1	1	14	11	4
Cc1cn([C@H]2C[C@H](N=[N+]=[N-])[C@@H](CO)O2)c(=O)[nH]c1=O	6	0.99	8	0	4	4	7	17	-3
N#Cc1cc2c(nc1SCc1cccnc1)CCCC2	2	0.99	-2	0	2	1	4	6	-3
C=CCN1C(=O)/C(=C2\SC(N3CCOCC3)=NC2=O)c2cc(Br)ccc21	4	1	11	10	0	2	8	11	13
Cc1cccc(CN2CCN(C(c3ccccc3)c3ccc(Cl)cc3)CC2)c1 (stereo not given)	3	0.98	-27	-7	3	1	3	-1	-4
O=C(OCC(=O)c1cccs1)C1=COCCO1	5	1.1	6	-4	2	3	-24	2	4
C=CCSC1=C(C#N)C(c2ccccc2)CC(=O)N1 (stereo not given)	4	0.99	-11	-1	3	3	4	-3	-3
N#Cc1c(NC(=O)CN2CCN(S(=O)(=O)c3ccc4c(c3)OCCO4)CC2)sc2c1CCC2	10	1	5	33	8	-1	4	13	16
CC(=O)c1cc(F)c(N2CCCC2)cc1C	6	1.2	3	7	-1	3	-1	.	-1
O=C(NC1CCCC1)C(c1ccc(Cl)cc1)N1CCOCC1 (stereo not given)	2	1	0	-3	1	1	11	11	7
Nc1nnc(CCS(=O)(=O)c2cc(Cl)ccc2Cl)s1	9	1	-1	-1	2	7	-16	.	3
O=C(NC1CCCC1)C1CCCN(S(=O)(=O)c2cccc3cccnc23)C1 (stereo not given)	-2	0.98	-3	-5	3	2	0	18	7
O=C1C2C(c3ccccc3)C=CC(c3ccccc3)C2C(=O)N1CCO (stereo not given)	-13	1	-105	2	2	-4	5	.	-3
Cc1noc(C)c1S(=O)(=O)NC1CCCc2ccccc21 (stereo not given)	7	0.99	15	8	4	5	-1	-5	-15
Cc1c(C(=O)OCc2ccccc2)nnn1-c1nonc1N	-21	1	-83	-11	6	-7	-15	0	-23
CCC(c1nnnn1CCc1ccccc1)N(Cc1ccco1)Cc1cc2c(C)ccc(C)c2[nH]c1=O (stereo not given)	-1	1	-4	6	0	-4	0	5	-10
Cc1ccc(Cn2c(SCCN3CCOCC3)nc3c2c(=O)n(C)c(=O)n3C)cc1	-2	1	-24	4	0	-3	11	-7	-8
CCSc1nc2c(c(=O)[nH]1)C(c1ccncc1)C(C(=O)OC(C)C)=C(C)N2 (stereo not given)	0	1.1	-17	3	5	1	7	5	-4
CC(C)c1ccc(-c2nc(N3CCOCC3)[nH]c(=O)c2C#N)cc1	-5	0.98	-18	0	3	-10	7	14	4
COC(=O)c1cccc(S(=O)(=O)N2CCC(C)CC2)c1	5	0.98	-2	-11	2	4	6	4	2
Cc1cc(C)cc(N(CC(=O)N2CCN(Cc3ccccc3)CC2)S(=O)(=O)c2c(C)noc2C)c1	6	1	16	11	5	7	-14	.	9
COC(=O)c1ccc2c(c1)N(Cc1nc(-c3cccc(Cl)c3)oc1C)C(=O)C1CCCN21 (stereo not given)	0	1	16	8	5	4	-4	-4	1
Cc1ccc(C2N(c3ccc(F)cc3)C(=O)C3CCCN32)cc1 (stereo not given)	1	1.1	8	7	2	3	-2	6	-2
Cc1cc(Nc2nc3c(c(=O)n(C)c(=O)n3C)n2C)n(-c2ccc(Cl)cc2)n1	8	1.1	-3	0	1	-1	-9	13	6
CC(/C=C/c1ccccc1)NC(N)=O (stereo not given)	3	0.99	2	-3	2	0	0	0	-5
C1=CN2CCC1C(c1ccccc1)C2 (stereo not given)	12	1	10	8	3	3	9	6	-4
Nc1nc2sc3c(c2cc1C(=O)N1CCOCC1)CCCC3	1	1	-20	6	-3	-1	21	-24	0
Cc1sc2nc(SCC(=O)Nc3c(C)n(C)n(-c4ccccc4)c3=O)n(C)c(=O)c2c1C	8	1	8	9	2	4	14	-4	-1
O=C1CC(c2ccccc2)n2nc(NC(=O)c3ccccn3)nc2N1 (stereo not given)	-2	1	16	13	0	5	8	3	8
COCCN(CCOC)Cc1c(O)ccc2c3c(c(=O)oc12)CCC3	-48	1.2	-318	-32	-13	-10	2	-229	-32
COc1ccc(OCC(=O)NCc2cccnc2)cc1	2	1	-10	-2	-4	2	-2	26	-1
